Bioassay records from PubChem BioAssay.
C-LANA FP: KSHV C-LANA DNA binding inhibition. MBP-C-LANA/FAM-LBS DNA binding, fluorescence polarization. inhibition, % at 9 µM. hit rate 0.078% among 340,000. AID 504423;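 active = highest replicate inhibition at or above 60% at 9 µM, even if other replicates fall short; inactive = all replicates below 60% inhibition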;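 note: 0% = neutral control wells and 100% = 4 µM acridine orange control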
SR-BI uptake up: SR-BI HDL lipid transfer activation | activation, % at 12.5 µM | CHO ldlA[mSR-BI] cells, DiI-HDL uptake fluorescence, 3 h; 100 = double the neutral-control signal | hit rate 0.096% among 320,000;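 active = mean replicate activation of at least 60% and every replicate at or above 60%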;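 note: 0% = median plate neutral-control signal and 100% = twice that signal; values of inactives mirror those of a sister screen read the other way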
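Test system: SR-BI-overexpressing, LDLR-lacking CHO cells; Medium: Ham's F12 with 0.5% BSA, HEPES 25 mM, pH 7.4; Schedule: 3 h, 37 °C; Technique: bottom-read fluorescence, 550/595 nm.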
Cardiac RTF inh: cardiac RTF calcium desensitization | hit rate 0.12% among 340,000 | IANBD-labeled cardiac RTF, Ca2+ fluorescence | P19429+P45379 | inhibition, % at 7.15 µM | AID 493244;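 active = inhibition above the mean inhibition of all tested compounds plus 3 SD, cut at about 17% in these data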;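 note: assay run at fixed EC70 calcium of 1.6 mM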
PKA-R2B activ: activates the human PKA-R2B holoenzyme complex. PKA-R2B holoenzyme dissociation, Cy5-IP20 fluorescence polarization; R2B truncated from residue 108, S112A mutant; 0% DMSO only, 100% 113 µM cGMP. activation, % at 11.4 µM. hit rate 0.079% among 340,000;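 active = activation above a cutoff set at the mean over all compounds plus 3 SD, cut at about 18% in these data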;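 note: higher means more holoenzyme dissociation and a rise in polarization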
CAL PDZ FP-1: inhibitors of human CAL PDZ peptide binding; Q9HD26; inhibition, % at 20 µM; purified CAL PDZ, TMR-peptide fluorescence polarization, 1 h; AID 504414; hit rate 0.02% among 330,000;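 active = highest replicate inhibition of at least 40%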;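 note: plate controls were DMSO neutral control wells for no effect and unlabeled competitor peptide control wells for full effect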
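material = purified tagged CAL PDZ domain construct (CerCALP) | buffer or medium = sodium phosphate/NaCl buffer pH 7.4 with TCEP, IgG, Thesit | reagent = TMR-labelled reporter peptide T*-PRC34 bound in PDZ groove | incubation = 1 h room-temperature incubation prior to read | measured by = fluorescence polarization (mP) | evaluation = percent inhibition from loss of millipolarization | control set = unlabelled peptide and DMSO controls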
DAGLB inhibitor: blocks human DAGLB lipase activity; Q8NCG7; hit rate 0.059% among 340,000; AID 504411; inhibition, % at 5.17 µM; HEK293T DAGLB membrane lysate, EnzChek fluorogenic substrate; in the data active = inhibition above about 34%;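 note: 0% = enzyme with vehicle and 100% = wells lacking enzyme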
Target sequence (Q8NCG7 whole entry, looked up): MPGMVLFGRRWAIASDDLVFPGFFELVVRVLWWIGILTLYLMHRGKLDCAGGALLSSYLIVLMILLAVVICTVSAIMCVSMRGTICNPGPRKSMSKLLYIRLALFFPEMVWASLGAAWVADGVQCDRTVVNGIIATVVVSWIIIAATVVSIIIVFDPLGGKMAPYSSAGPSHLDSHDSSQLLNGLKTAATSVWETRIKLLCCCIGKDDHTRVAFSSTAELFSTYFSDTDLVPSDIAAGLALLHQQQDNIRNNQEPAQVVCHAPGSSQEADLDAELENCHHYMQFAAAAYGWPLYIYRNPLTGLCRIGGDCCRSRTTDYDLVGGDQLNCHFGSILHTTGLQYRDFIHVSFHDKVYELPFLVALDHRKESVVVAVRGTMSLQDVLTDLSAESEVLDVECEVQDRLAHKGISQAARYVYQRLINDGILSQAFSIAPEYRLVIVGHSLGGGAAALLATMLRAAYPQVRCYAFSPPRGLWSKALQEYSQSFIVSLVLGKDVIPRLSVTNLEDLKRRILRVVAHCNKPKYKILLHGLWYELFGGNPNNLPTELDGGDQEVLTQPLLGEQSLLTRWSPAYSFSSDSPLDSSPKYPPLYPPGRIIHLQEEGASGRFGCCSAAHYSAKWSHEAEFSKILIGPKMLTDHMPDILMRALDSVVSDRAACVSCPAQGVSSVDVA
RTF Ca sens act: increases calcium sensitivity of human cardiac regulated thin filaments; P19429+P45379; IANBD-labeled TnC RTF fluorescence at EC20 calcium; 0% EC20 calcium, 100% full calcium; activation, % at 7.2 µM; hit rate 0.24% among 340,000;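 active = activation above the mean over all tested compounds plus 3 SD, cut at about 30% in these data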;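 note: rise in fluorescence read as greater calcium sensitivity of cardiac thin filaments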
Keap1 Nrf2 FP: inhibitors of human Keap1-Nrf2 protein-protein interaction | inhibition, % at 9.4 µM | hit rate 0.15% among 340,000 | Q14145 | Keap1 Kelch-Nrf2 peptide fluorescence polarization, 1536-well; in the data active = inhibition above about 12%;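 note: human Keap1 Kelch domain with fluorescein labeled Nrf2 9mer peptide probe; 0% = neutral control wells and 100% = peptide positive control; higher means more block of Keap1 binding to Nrf2 peptide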
Rtt109 Vps75: C. albicans Rtt109 histone acetyltransferase inhibition; purified Rtt109/Vps75, ThioGlo CoA-SH fluorescence, 4 h; inhibition, % at 34.9 µM; hit rate 0.16% among 330,000; AID 540336;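 active = inhibition of at least 50% in every replicate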
Target sequence (Q5AAJ8 whole entry, looked up): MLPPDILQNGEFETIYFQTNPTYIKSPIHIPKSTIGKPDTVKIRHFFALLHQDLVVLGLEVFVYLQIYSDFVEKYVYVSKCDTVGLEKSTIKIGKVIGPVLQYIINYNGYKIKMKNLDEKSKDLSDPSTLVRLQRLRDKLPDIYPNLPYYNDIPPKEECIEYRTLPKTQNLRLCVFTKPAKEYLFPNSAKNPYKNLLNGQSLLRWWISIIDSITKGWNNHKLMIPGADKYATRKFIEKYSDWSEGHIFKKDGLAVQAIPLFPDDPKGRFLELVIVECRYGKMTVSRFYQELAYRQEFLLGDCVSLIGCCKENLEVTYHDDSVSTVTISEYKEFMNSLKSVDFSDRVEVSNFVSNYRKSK
CAL PDZ FP-2: CAL PDZ (human) peptide binding inhibition | Q9HD26 | AID 602252 | inhibition, % at 24.9 µM | hit rate 0.92% among 300,000 | purified CAL PDZ, TMR-peptide fluorescence polarization, 1 h;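 active = mean inhibition of at least 30% with at least half of replicates also reaching 30%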;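 note: 0% = DMSO neutral control and 100% = excess unlabeled competitor peptide PRC23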
Starred values were filed as active, the others as inactive; . = no result given.

1: COc1ccc(NC(=O)c2cc([N+](=O)[O-])ccc2N2CCCCC2)cc1
2: NNC(=O)C(=O)Nc1ccc(O)cc1
3: CC1CCCC(NC(=O)c2ccc3snnc3c2)C1C (centres undefined)
4: CNC(=O)C1CC(=O)N(CCc2ccc(OC)cc2)C(=Nc2ccc(OC)cc2)S1 (centres undefined)
5: CCc1ccccc1Oc1ccc(S(=O)(=O)N2CCN(C)CC2)cn1
6: CCOC(=O)Nc1ccc2c(c1)nc(CN1CCOCC1)n2C
7: COC(=O)c1ccc(NC(=O)CCc2c(C)nc3ncnn3c2C)cc1
8: COc1ccc(CC(=O)Nc2sc(Cc3ccccc3)c(C)c2C(N)=O)cc1
9: COc1ccc(S(=O)(=O)N2CCOC2CNC(=O)C(=O)NCc2ccccc2OC)cc1 (centres undefined)
10: Cc1csc(NC(=O)c2ccc(Cl)nc2)n1
assay / compound,1,2,3,4,5,6,7,8,9,10
C-LANA FP,0.2,-0.5,2.6,3.0,-0.1,-3.6,1.1,-2.9,-0.2,2.1
SR-BI uptake up,-90,.,-1,-32,-1,4,2,-14,-13,-37
Cardiac RTF inh,3,-5,-2,-2,-2,-11,-8,-4,-7,-7
PKA-R2B activ,-4,-4,-2,-2,12,-3,3,10,-5,-17
CAL PDZ FP-1,-1.2,-1.0,-2.6,-2.0,-1.2,-0.7,-1.0,-1.0,-3.5,1.1
DAGLB inhibitor,0,0,-1,-2,3,-1,0,3,0,0
RTF Ca sens act,-5,0,2,-2,-4,-2,9,5,3,3
Keap1 Nrf2 FP,0,-4,2,-3,0,3,-3,-4,1,-7
Rtt109 Vps75,4,-5,-2,-10,-1,-3,-1,-2,-2,-2
CAL PDZ FP-2,-3,3,-2,-1,22,-1,-2,.,-5,-2

11: COC(=O)c1ccc(NC2=C(Cl)C(=O)OC2OC(=O)c2ccccc2)cc1 (centres undefined)
12: O=C(Nc1ccc2nc(-c3cccnc3)[nH]c2c1)c1ccccc1F
13: Cn1cc(CN2CCC(n3nccc3NC(=O)C3CCCC3)CC2)cn1
14: COc1cc2c(cc1OC)C(c1cc(Br)ccc1O)N(C(C)=O)CC2 (centres undefined)
15: CCOC(=O)c1ccccc1OCc1cc(/C=N/NC(=O)c2ccncc2)ccc1OC
16: O=C(Nc1ccc(Cl)cc1)NC1CCCCC1
17: O=C(CCn1nc(-c2ccc(Cl)cc2)c2ccccc2c1=O)NCC1CCCO1 (centres undefined)
18: O=C(NC1CCCC1)C(c1cccnc1)N(C(=O)c1csnn1)c1ccccc1Cl (centres undefined)
19: O=C(O)C1C2C=CC(C2)C1C(=O)NCCCN1CCOCC1 (centres undefined)
20: O=C(Nc1cc(S(=O)(=O)N2CCOCC2)ccc1N1CCOCC1)c1ccc(Cl)nc1
assay / compound,11,12,13,14,15,16,17,18,19,20
C-LANA FP,-1.7,0.3,-0.1,-0.1,-0.1,0.0,0.4,-0.4,-0.5,-1.5
SR-BI uptake up,5,6,48,8,-1,6,-20,12,0,.
Cardiac RTF inh,-3,5,-9,1,-5,1,-7,2,-35,2
PKA-R2B activ,0,-2,-2,-1,-5,-6,0,0,-3,-4
CAL PDZ FP-1,-7.5,-5.5,-3.0,0.2,-8.6,-2.8,-3.1,-1.9,-0.3,-2.4
DAGLB inhibitor,12,2,1,-2,0,-5,0,-1,-1,1
RTF Ca sens act,6,2,-5,12,3,-4,0,-5,3,0
Keap1 Nrf2 FP,-7,-2,-4,1,-5,1,-4,-2,-1,2
Rtt109 Vps75,3,5,-1,8,-1,-1,-7,-4,-1,-5
CAL PDZ FP-2,.,-4,0,-4,-12,-3,.,-4,-3,1

21: Cc1ccc2c(c1)COc1c3ccc(C(=O)N[C@@H](CO)C(C)C)cc3nn1-2
22: CC1Cc2cc(/C(O)=C3\C(=O)C(=O)N(Cc4ccncc4)C3c3ccccc3F)ccc2O1 (centres undefined)
23: CCn1c(CSc2nc(C)cc(C)n2)nnc1SCC(N)=O
24: COCCn1c(SCC(=O)Nc2ccc(OC)cc2OC)nc2ccccc2c1=O
25: COc1cc(OC)cc(C(=O)NC(C(=O)NCCN(C)C)C23CC4CC(CC(C4)C2)C3)c1 (centres undefined)
26: O=C(NCC1CCCO1)c1nn2c(C(F)(F)F)cc(-c3cccs3)nc2c1Br (centres undefined)
27: CCCCn1c(N)c(N(C)C(=O)c2ccc(Br)o2)c(=O)[nH]c1=O
28: COc1ccc(S(=O)(=O)N(CC(=O)NC2CCCCC2)c2ccc(F)cc2)cc1
29: Cc1ccc(S(=O)(=O)Nc2ccccc2N(C)S(=O)(=O)c2ccc(C)cc2)cc1
30: O=P(O)(C(O)c1ccccc1)C(O)c1ccccc1 (centres undefined)
assay / compound,21,22,23,24,25,26,27,28,29,30
C-LANA FP,0.3,-3.2,-0.9,-0.5,0.5,0.6,0.7,0.7,-0.1,0.8
SR-BI uptake up,-21,4,17,-11,11,-12,11,-1,-4,24
Cardiac RTF inh,-6,-12,2,-3,-7,5,4,3,-10,2
PKA-R2B activ,3,7,-11,9,-3,-10,-4,0,-9,0
CAL PDZ FP-1,-4.2,-0.1,0.1,0.6,-1.2,-0.9,1.3,-2.5,0.2,0.6
DAGLB inhibitor,-2,1,-3,-3,3,-3,0,-1,-5,-3
RTF Ca sens act,-5,-1,-4,0,2,-6,-2,-4,17,2
Keap1 Nrf2 FP,-4,0,2,1,-6,-3,-2,1,2,-3
Rtt109 Vps75,-1,-9,-5,16,-1,6,-3,-2,-10,0
CAL PDZ FP-2,-9,-4,2,3,-6,.,-1,1,-1,-3

The last 2 compounds of the section above come first, to join the parts.
29: Cc1ccc(S(=O)(=O)Nc2ccccc2N(C)S(=O)(=O)c2ccc(C)cc2)cc1
30: O=P(O)(C(O)c1ccccc1)C(O)c1ccccc1 (centres undefined)
31: COc1cc(/C=C(\C#N)c2nc3ccccc3n2C)cc(OC)c1O
32: COc1ccc(C(c2nnnn2Cc2cccs2)N2CCN(c3ccccc3F)CC2)cc1 (centres undefined)
33: NC1=NC(=O)C(Cc2ccc(F)cc2)S1 (centres undefined)
34: O=C(NCC1CCCO1)c1ccc2ccccc2n1 (centres undefined)
35: COc1ccc(-c2noc(N(C)CC(=O)Nc3cccc(C(F)(F)F)c3)n2)cc1
36: O=C(NC(=S)Nc1ccc(N2CCOCC2)cc1)c1ccc2c(c1)OCCO2
37: CCCCn1c(SCC(=O)Nc2cc(C)on2)nnc1-c1ccncc1
38: COc1ccc(OC)c(NC(=O)COC(=O)c2c(C)noc2C)c1
39: N#Cc1c(N)nc2c(c1-c1ccncc1)CCCCC2
40: CCCN(CC(=O)Nc1ccccc1C)C(=O)c1ccc(S(=O)(=O)N2CCC(C)CC2)cc1
assay / compound,29,30,31,32,33,34,35,36,37,38,39,40
C-LANA FP,-0.1,0.8,-8.5,-3.0,7.0,-0.5,1.0,-1.1,-1.2,-0.6,1.2,0.3
SR-BI uptake up,-4,24,27,-9,10,-11,-19,-23,.,-3,19,-9
Cardiac RTF inh,-10,2,-16,-3,-7,-5,-15,-6,-6,-11,-4,-7
PKA-R2B activ,-9,0,10,-3,3,2,6,-3,9,-2,9,0
CAL PDZ FP-1,0.2,0.6,-0.5,-4.3,.,-0.3,-1.0,-1.9,-0.6,-2.0,0.2,-1.5
DAGLB inhibitor,-5,-3,1,-5,-2,0,-5,0,1,0,0,1
RTF Ca sens act,17,2,7,-2,-8,1,-6,0,0,-1,2,-6
Keap1 Nrf2 FP,2,-3,-21,-1,-2,4,1,-3,-2,0,3,-5
Rtt109 Vps75,-10,0,-2,4,0,0,4,3,1,14,6,13
CAL PDZ FP-2,-1,-3,-2,-2,-3,.,1,-1,.,-5,11,-1

41: CCN(CC)CCCNC(=O)c1c(O)c2cc(F)cc3c2n(c1=O)C(C)CC3 (centres undefined)
42: Oc1c(Cl)cc(Cl)cc1/C=N/NC(=S)NC1CC2C=CC1C2 (centres undefined)
43: COCCNC(=O)C(c1ccc(F)cc1)N(Cc1ccco1)C(=O)CCC(=O)Nc1nccs1 (centres undefined)
44: Cc1cccc(C)c1NC(=O)CN(C)CC(=O)Nc1ccccc1Br
assay / compound,41,42,43,44
C-LANA FP,4.2,0.3,0.5,-1.4
SR-BI uptake up,.,-98,5,5
Cardiac RTF inh,2,0,-3,-7
PKA-R2B activ,-1,-9,-13,6
CAL PDZ FP-1,0.7,0.6,.,1.0
DAGLB inhibitor,1,34,-2,2
RTF Ca sens act,9,4,-5,2
Keap1 Nrf2 FP,-6,3,-3,2
Rtt109 Vps75,11,-39,-6,-5
CAL PDZ FP-2,0,2,-1,-2

Reformatted: results already given
No.	canonical_smiles	C-LANA FP	SR-BI uptake up	Cardiac RTF inh	PKA-R2B activ	CAL PDZ FP-1	DAGLB inhibitor	RTF Ca sens act	Keap1 Nrf2 FP	Rtt109 Vps75	CAL PDZ FP-2
34	O=C(NCC1CCCO1)c1ccc2ccccc2n1 (centres undefined)	-0.5	-11	-5	2	-0.3	0	1	4	0	.
35	COc1ccc(-c2noc(N(C)CC(=O)Nc3cccc(C(F)(F)F)c3)n2)cc1	1.0	-19	-15	6	-1.0	-5	-6	1	4	1
36	O=C(NC(=S)Nc1ccc(N2CCOCC2)cc1)c1ccc2c(c1)OCCO2	-1.1	-23	-6	-3	-1.9	0	0	-3	3	-1
37	CCCCn1c(SCC(=O)Nc2cc(C)on2)nnc1-c1ccncc1	-1.2	.	-6	9	-0.6	1	0	-2	1	.
38	COc1ccc(OC)c(NC(=O)COC(=O)c2c(C)noc2C)c1	-0.6	-3	-11	-2	-2.0	0	-1	0	14	-5
39	N#Cc1c(N)nc2c(c1-c1ccncc1)CCCCC2	1.2	19	-4	9	0.2	0	2	3	6	11
40	CCCN(CC(=O)Nc1ccccc1C)C(=O)c1ccc(S(=O)(=O)N2CCC(C)CC2)cc1	0.3	-9	-7	0	-1.5	1	-6	-5	13	-1
41	CCN(CC)CCCNC(=O)c1c(O)c2cc(F)cc3c2n(c1=O)C(C)CC3 (centres undefined)	4.2	.	2	-1	0.7	1	9	-6	11	0
42	Oc1c(Cl)cc(Cl)cc1/C=N/NC(=S)NC1CC2C=CC1C2 (centres undefined)	0.3	-98	0	-9	0.6	34	4	3	-39	2
43	COCCNC(=O)C(c1ccc(F)cc1)N(Cc1ccco1)C(=O)CCC(=O)Nc1nccs1 (centres undefined)	0.5	5	-3	-13	.	-2	-5	-3	-6	-1
44	Cc1cccc(C)c1NC(=O)CN(C)CC(=O)Nc1ccccc1Br	-1.4	5	-7	6	1.0	2	2	2	-5	-2
